Source: PubChem BioAssay (The Scripps Research Institute Molecular Screening Center)
SIAE primary = human SIAE inhibition, primary screen; inhibition, % at 9.66 µM; Q9HAT2; 370,000 compounds, 0.69% hits; SIAE FP-Rh probe binding, fluorescence polarization;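 active = inhibition above a cutoff: mean of compounds within the control limits plus 3 SD of those, cut at about 17% in these data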;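 also: 0% = plate median of compound wells and 100% = probe without SIAE protein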
LEDGF integ inh = blocks HIV-1 LEDGF/p75-dependent DNA integration; inhibition, % at 3.7 µM; TR-FRET IN-LEDGF/p75 DNA integration, Eu/Cy5; 370,000 compounds, 0.64% hits;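 active = inhibition above the screen-wide mean plus 3 SD, cut at about 13% in these data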;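 also: signal is the Cy5 over europium emission ratio at 671 and 618 nm; 0% = plate median of compound wells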
TCR-CD3 inh = inhibitors of human TCR-CD3 interaction; inhibition, % at 9.4 µM; 360,000 compounds, 0.37% hits; TAMRA-labeled TCR probe fluorescence, biochemical; in the data active = inhibition above about 19%;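 also: recombinant mutant TCR 2C K166C tagged with TAMRA read by polarization; 0% = receptor in buffer alone and 100% = receptor with positive control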
PRMT1 inh = PRMT1 (human) inhibition, primary screen. recombinant PRMT1, activity-based probe fluorescence polarization. Q99873. 370,000 compounds, 1.3% hits. inhibition, % at 2.79 µM. AID 652257;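 active = inhibition above about 21% made by adding two undisclosed values, limit read from the data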
TDP2 inh = TDP2 (human) inhibition, absorbance primary screen. O95551. recombinant TDP2, T5PNP hydrolysis, p-nitrophenol absorbance 415 nm. inhibition, % at 12.8 µM. 370,000 compounds, 0.34% hits;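 active = inhibition above the mean of all tested compounds plus 3 SD, set per campaign, cut at about 25% in these data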;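 also: 0% = DMSO with enzyme and 100% = buffer with substrate but no TDP2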
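System: recombinant human TDP2 / Amount: 120 nM TDP2 per well / Also added: 5 mM T5PNP chromogenic substrate / Doses: 12.8 µM single point, 1% DMSO / Incubation: 2 h at 37 °C / Detection: p-Nitrophenol epi absorbance / Evaluation: % inhibition relative to enzyme-containing and enzyme-free wells / Repeats: singlicate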
HTRA1 inh = inhibitors of human serine peptidase HTRA1. Q92743. recombinant HTRA1, FP-rhodamine activity-based probe, fluorescence polarization. inhibition, % at 5.96 µM. 340,000 compounds, 0.5% hits. AID 504803; in the data active = inhibition above about 36%;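 also: 0% = enzyme with DMSO and 100% = wells lacking enzyme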
Target sequence (Q92743 whole entry, looked up): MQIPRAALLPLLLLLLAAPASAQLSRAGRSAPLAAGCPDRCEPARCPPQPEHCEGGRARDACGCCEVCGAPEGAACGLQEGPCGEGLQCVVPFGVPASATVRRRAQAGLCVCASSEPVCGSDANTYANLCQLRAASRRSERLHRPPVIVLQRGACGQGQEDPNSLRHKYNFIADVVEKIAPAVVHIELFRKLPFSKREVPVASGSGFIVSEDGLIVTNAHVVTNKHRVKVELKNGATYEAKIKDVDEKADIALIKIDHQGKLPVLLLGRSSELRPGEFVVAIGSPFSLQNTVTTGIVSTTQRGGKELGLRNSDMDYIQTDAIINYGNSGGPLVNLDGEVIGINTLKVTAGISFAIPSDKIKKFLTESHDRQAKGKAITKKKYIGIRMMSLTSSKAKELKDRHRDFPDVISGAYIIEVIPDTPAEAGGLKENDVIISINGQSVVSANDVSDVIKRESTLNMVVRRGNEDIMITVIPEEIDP
UHRF1 binding = human UHRF1 methylated DNA binding inhibitors; UHRF1 binding to methylated oligo, TR-FRET; inhibition, % at 4.4 µM; 370,000 compounds, 0.75% hits; AID 687016; in the data active = inhibition above about 21%;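 also: UHRF1 SRA domain binding a hemimethylated CpG hairpin DNA probe; 0% = median of test compound wells and 100% = reference inhibitor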
mABHD4 FP = inhibitors of mouse ABHD4; Q8VD66; inhibition, % at 8.92 µM; purified mABHD4, FP-Rh probe fluorescence polarization; 370,000 compounds, 0.54% hits;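 active = inhibition exceeding the mean over every tested compound plus 3 SD, cut at about 30% in these data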;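 also: 0% = plate median of compound wells and 100% = S159A mutant with DMSO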
Target sequence (Q8VD66 whole entry, looked up): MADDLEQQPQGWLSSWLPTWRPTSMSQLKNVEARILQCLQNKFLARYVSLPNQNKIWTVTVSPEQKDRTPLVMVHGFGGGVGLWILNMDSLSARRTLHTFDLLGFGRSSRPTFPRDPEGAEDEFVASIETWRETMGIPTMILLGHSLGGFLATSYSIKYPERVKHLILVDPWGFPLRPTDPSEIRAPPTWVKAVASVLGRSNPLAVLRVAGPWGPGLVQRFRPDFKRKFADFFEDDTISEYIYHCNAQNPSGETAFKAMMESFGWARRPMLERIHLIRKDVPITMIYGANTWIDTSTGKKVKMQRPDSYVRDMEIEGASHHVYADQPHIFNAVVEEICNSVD
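assay system = mABHD4 protein | compound dosing = single nominal dose of 8.92 µM, 0.89% DMSO final | read-out basis = percent inhibition of probe binding, normalized to plate controls | schedule = Enzyme–compound pre-incubation 45 min, then probe 60 min, both 25 °C | detection = fluorescence polarization, excitation 525 nm, emission 598 nm, BODIPY TMR filters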
PG9 Ab binder = PG9 antibody binding by small molecule | AID 624416 | 360,000 compounds, 0.43% hits | TR-FRET gp120-PG9 antibody binding | inhibition, % at 6.7 µM; in the data active = inhibition above about 8.5%
Tn7 DDE FP = inhibitors of Tn7 peptide binding to human fibrin DD(E); P02675; FP displacement of FITC-Tn7 peptide from fibrin DD(E); 0% = median of compound wells per plate; inhibition, % at 8.3 µM; 370,000 compounds, 0.13% hits; AID 720508;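 active = inhibition above the mean of compounds falling within the control limits plus 3 SD of them, cut at about 14% in these data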;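 also: 0% = plate median of compound wells and 100% = 10 µM Aha-Tn7 peptide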
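Assay system: Human fibrin DD(E) protein | Medium: Tris buffer with calcium and detergent, pH 7.8 | Reagent: 0.1 µM fluorescent Tn7 | Compound dosing: Single point at 8.3 µM | Times: 10 min preincubation, 3 h with tracer, room temperature | Detection: Fluorescence polarization of the labelled Tn7 tracer | Controls: Aha-Tn7 high control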
Starred values were filed as active, the others as inactive; x = no result given. Not a hit list, and some 4.2% of all compounds hit somewhere here.

Every second line gives: SIAE primary	LEDGF integ inh	TCR-CD3 inh	PRMT1 inh	TDP2 inh	HTRA1 inh	UHRF1 binding	mABHD4 FP	PG9 Ab binder	Tn7 DDE FP
1. COc1ccc(-c2cc(C(=O)N3CC4(C)CC3CC(C)(C)C4)no2)cc1OC (centres undefined)
    0.8	4.0	6.0	3.6	-13.8	-10.1	-0.7	-7.5	0.8	-3.7
2. CN(C)c1ncnc2c1ncn2[C@H]1CN(Cc2ccccc2)C[C@@H](CO)O1
    9.5	-1.7	5.7	-1.1	-1.3	x	1.5	4.8	0.1	6.8
3. COc1ccc(N2CCN(C(c3cccs3)C(C)NC(=O)c3ccco3)CC2)cc1 (centres undefined)
    0.2	-3.8	-2.1	-1.8	-7.8	0.7	2.2	4.6	0.0	-0.7
4. COc1ccc2[nH]c3c(C)c4ccncc4c(C)c3c2c1
    21.3*	4.1	-5.5	-4.7	12.5	22.4	35.6*	31.7*	-12.5	-7.9
5. N#Cc1ccc(-c2nc3ccc(Br)cn3c2Cc2cccc(F)c2)cc1
    2.0	-4.1	0.1	1.2	7.8	x	1.1	-13.0	3.6	3.6
6. CC(=O)N(/N=C/c1ccc(C)cc1)c1nc(CCl)cs1
    -2.4	-4.0	1.4	3.2	-1.5	5.7	2.1	6.0	0.0	3.3
7. CC(C)CN1C(=O)/C(=C/c2cccs2)NC1=S
    -0.6	3.1	3.0	5.4	-14.9	-3.4	1.3	4.6	-4.6	-5.4
8. CCOC(=O)C1=C(CN2CCN(C(=O)c3ccco3)CC2)NC(=O)NC1c1ccc(Cl)cc1 (centres undefined)
    2.1	-0.6	-2.8	0.5	-12.5	-4.3	-1.2	3.7	-1.1	-9.9
9. Cn1c(N)c(C(=O)COC(=O)c2ccc(Cl)c(S(=O)(=O)N3CCCC3)c2)c(=O)n(C)c1=O
    -7.3	0.6	2.3	0.7	18.1	-9.6	-1.2	2.4	-2.6	0.3
10. Cc1cccc(N(C(=O)c2csnn2)C(C(=O)NCc2ccccc2)c2cccs2)c1 (centres undefined)
    -4.1	-0.4	4.2	1.6	-4.1	1.2	-1.8	-6.5	-0.4	4.7
11. Cn1c(N)c(C(=O)COC(=O)/C=C/c2ccc(Cl)cc2Cl)c(=O)n(C)c1=O
    -7.8	5.1	-2.6	-5.0	-9.6	x	2.1	-6.9	-2.8	-3.7
12. C[C@@H]1COc2cc(N3CCN(Cc4ccccc4F)CC3)ccc2S(=O)(=O)N1
    -5.7	0.4	6.9	-2.7	-15.6	x	3.6	-10.2	-0.1	1.9
13. CCOC(=O)C(C)NC(=O)c1cn(-c2ccc(OC)cc2)c(=O)c2ccccc12 (centres undefined)
    7.4	0.9	1.6	-4.4	4.1	3.3	-0.2	-6.2	-3.3	2.1
14. CCC(C(=O)OC(C)C)c1ccc2ccccc2c1 (centres undefined)
    0.6	-1.2	5.3	-0.4	2.2	5.1	0.1	2.8	1.9	-3.9
15. O=C(NCc1ccccc1F)C1CCN(C(=O)NCc2ccccc2)CC1
    5.3	0.0	-9.0	1.1	-0.1	2.0	0.2	3.6	0.0	0.3

Next section.
Every second line gives: SIAE primary	LEDGF integ inh	TCR-CD3 inh	PRMT1 inh	TDP2 inh	HTRA1 inh	UHRF1 binding	mABHD4 FP	PG9 Ab binder	Tn7 DDE FP
16. Cc1nc(SCc2ccc([N+](=O)[O-])cc2)nc2ccccc12
    -9.4	-5.0	0.4	-1.9	-0.1	-0.3	1.2	0.7	-1.8	-1.4
17. COc1ccc(-c2nc(N)ncc2-c2csc(C)n2)c(O)c1OC
    10.1	5.8	4.0	-3.8	15.4	3.8	1.0	-0.3	-0.8	0.8
18. COc1ccccc1Cc1nnnn1CC(=O)O
    -1.4	-1.8	1.0	-0.3	5.0	-6.9	1.8	1.0	-0.3	2.2
19. CCC(C)(C)NC(=O)CN(C(=O)c1csnn1)c1ccccc1-c1ccccc1
    -7.3	0.0	-2.0	-1.7	3.8	3.5	-0.9	3.7	-1.9	-3.6
20. Cc1ccc(C(=O)N2CCN(S(=O)(=O)c3ccccc3C#N)CC2)cc1S(=O)(=O)N1CCOCC1
    -4.5	1.7	-0.9	-0.7	8.7	-2.9	-1.5	0.4	-1.4	-0.5
21. COc1ccc(CCN(C(=O)c2snc(C(N)=O)c2N)C(C(=O)NCC2CCCO2)c2ccc(F)cc2)cc1OC (centres undefined)
    3.7	0.9	-4.1	3.3	4.1	6.3	4.2	0.8	0.5	-2.0
22. COCCNC(=O)CN(C)S(=O)(=O)c1ccc(Br)cc1
    -3.0	-3.3	-4.3	0.8	6.6	-1.2	1.6	9.4	-2.1	-1.6
23. CCCCc1nc2cc(C(=O)N3CCCCC3C(=O)OC)ccc2o1 (centres undefined)
    7.7	-2.2	1.0	2.1	8.3	-3.3	-2.3	10.0	-0.9	-1.7
24. O=C(c1ccc(Cl)cc1)N1CCN(c2ncccn2)CC1
    7.1	1.3	-1.4	-3.0	-1.0	4.2	0.0	-3.1	0.1	1.0
25. O=C(Nc1cccc(Cl)c1)c1ccc(F)c(S(=O)(=O)NCc2ccc3c(c2)OCO3)c1
    -51.1	-0.5	-0.4	2.8	4.5	-61.9	3.5	-57.6	-1.2	1.2
26. Cc1cc(S(=O)(=O)N(C)CCc2ccccc2)ccc1-n1cnnn1
    1.3	-2.5	-1.5	1.4	-3.8	-1.4	4.5	0.0	-0.6	-0.1
27. S=c1[nH]nc(COc2ccc3c(c2)OCO3)n1-c1ccccc1
    1.1	-2.3	4.0	0.0	1.4	-0.4	-0.1	3.5	1.2	1.4
28. CCn1cc(CNCc2cn(-c3ccccc3C)nc2-c2ccc(OC)c(F)c2)cn1
    -1.4	-0.6	5.9	-2.1	7.8	-17.0	-0.7	-3.5	0.6	0.7
29. COc1cc(NC2c3ccccc3C(=O)N2Cc2ccc3c(c2)OCO3)cc(OC)c1 (centres undefined)
    7.0	2.3	-0.2	3.8	8.7	-27.4	0.4	-3.9	-0.9	0.8
30. CCOc1ccc2oc(=O)cc(C)c2c1
    0.6	4.0	4.0	-4.1	0.7	0.9	-6.0	3.1	-0.4	0.9

Grouped by structure, the entries above containing a cyano group
Every second line gives: SIAE primary	LEDGF integ inh	TCR-CD3 inh	PRMT1 inh	TDP2 inh	HTRA1 inh	UHRF1 binding	mABHD4 FP	PG9 Ab binder	Tn7 DDE FP
5. N#Cc1ccc(-c2nc3ccc(Br)cn3c2Cc2cccc(F)c2)cc1
    2.0	-4.1	0.1	1.2	7.8	x	1.1	-13.0	3.6	3.6
20. Cc1ccc(C(=O)N2CCN(S(=O)(=O)c3ccccc3C#N)CC2)cc1S(=O)(=O)N1CCOCC1
    -4.5	1.7	-0.9	-0.7	8.7	-2.9	-1.5	0.4	-1.4	-0.5

More entries:
Every second line gives: SIAE primary	LEDGF integ inh	TCR-CD3 inh	PRMT1 inh	TDP2 inh	HTRA1 inh	UHRF1 binding	mABHD4 FP	PG9 Ab binder	Tn7 DDE FP
31. COc1ccc(S(=O)(=O)NCc2ccc3c(c2)OCO3)cc1C
    -1.3	-1.3	6.4	-0.5	8.1	-10.4	-0.1	-4.1	-0.4	-2.0
32. CC(=O)Nc1sc(NC(=O)c2ccc(C)cc2)nc1-c1cccs1
    4.5	-1.0	2.1	-6.0	0.5	-1.1	0.9	2.4	-1.9	-4.8
33. C=CCN1C(=O)SC(Cc2cccc(OC)c2O)C1=O (centres undefined)
    4.0	0.0	3.2	-2.8	-0.9	2.8	0.4	0.6	-3.0	-6.3
34. COc1ccc(-c2nc(-c3ccccc3)ncc2S(C)(=O)=O)cc1
    -6.7	-0.5	-2.7	-1.1	-4.1	2.2	-3.5	-0.3	-0.5	2.7
35. O=C1CC(c2ccccc2)CC(O)=C1C=NCCc1ccccc1 (centres undefined)
    7.7	-0.5	6.9	-2.0	1.4	-5.7	0.1	2.3	0.0	-1.9
36. CC(Oc1ccc2c(-c3ccccc3)cc(=O)oc2c1)C(=O)N1CCOCC1 (centres undefined)
    6.8	-0.3	8.0	15.7	-3.2	11.3	5.1	7.6	1.4	-0.5
37. CC1CCN(C(=O)c2ccc(S(=O)(=O)N3CCCC3)cc2)CC1
    4.3	-3.7	-6.1	1.3	0.5	4.3	40.6*	4.1	0.2	11.5
38. Cc1c(C(=O)Nc2ccncc2)oc2c1C(=O)CC(C)(C)C2
    5.7	1.7	-6.9	-2.0	-20.2	-7.0	6.8	-0.4	-0.4	-9.8
39. O=C(Cc1ccccc1)NCc1ccc2c(c1)OCO2
    -1.1	-1.3	8.0	-0.1	-3.1	1.0	-2.0	4.8	-0.4	-1.1
40. CCOc1ccccc1NC(=O)CSc1nnnn1-c1ccc(C(=O)OC)cc1
    -6.0	-2.2	4.8	-2.0	6.7	-3.8	-0.9	3.8	-0.1	5.0
41. N#Cc1ccc(C(=O)Nc2cc(S(=O)(=O)Nc3ccc(Cl)cc3)ccc2N2CCCCC2)cc1
    -6.3	-2.3	-8.3	17.8	3.4	-8.9	8.7	8.5	0.5	5.5
42. COc1ccc(OC)c(S(=O)(=O)Nc2cccc3ccccc23)c1
    3.5	0.0	2.1	-2.7	0.8	x	-2.6	-4.2	-2.1	2.7
43. CSc1cccc(-n2c(C)cc(C(N)=O)c2C)c1
    3.9	2.4	7.7	0.9	-7.1	-1.3	-1.6	3.1	0.0	-3.8
44. CCOC(=O)c1cc2oc(C)cc2n1CC(=O)OC1CCCCC1
    2.5	1.3	5.5	3.0	-4.3	-8.5	-1.9	1.9	-2.5	1.8
45. CCOC(=O)c1ccccc1NC(=O)Cc1c(C(=O)O)n(C)c2ccccc12
    1.2	0.3	0.2	-0.1	-9.4	4.3	-4.0	5.4	0.3	-0.5
46. CCOC(=O)CC1C(=O)NCCN1S(=O)(=O)c1cccc(C(F)(F)F)c1 (centres undefined)
    -1.8	-0.3	8.9	-0.9	20.1	-4.7	-0.4	2.0	-2.4	-1.0
